Fam108B inh: mouse Fam108B serine hydrolase inhibitors, primary screen, counter-screen for RBBP9 inhibitor project, biochemical, fluorescence polarization; recombinant Fam108B, FP-Rh probe fluorescence polarization; inhibition, % at 9.51 µM; 300,000 tested, 0.33% active; AID 1947, 2009;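 active means inhibition above the screen mean inhibition plus 3 SD, computed separately per campaign, cut at about 18% in these data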;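 further: inhibitors lower polarization as less probe binds the enzyme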
MEX-5 binding: MEX-5 zinc finger RNA-binding disruptors – biochemical, C. elegans, fluorescence polarization, MLPCN library, primary screen; Zinc finger protein mex-5 (Caenorhabditis elegans), Q9XUB2; MEX-5/FITC-TCR2 RNA binding; active compounds read low; activity score (negative = inhibition of binding), % at 10 µM; 300,000 tested, 0.38% active; AID 1832, 2009;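 active means inhibition past about -25% in most replicates, and total fluorescence under double the plate's negative control median, limit read from the data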;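 further: 0% = DMSO and -100% = 5 µM competing unlabeled TCR2 RNA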
MCL1-BIM inh: inhibitors of MCL1 binding to BIM-BH3, primary screen, biochemical, fluorescence polarization | Induced myeloid leukemia cell differentiation protein Mcl-1 (Homo sapiens), Q07820 | GST-MCL1 / FITC-Bim-BH3 fluorescence polarization | inhibition, % at 10.9 µM | 320,000 tested, 0.68% active | AID 2057, 2009;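 active means inhibition above the mean inhibition of all tested compounds plus 3 SD, set per campaign, cut at about 40% in these data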;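 further: 0% = DMSO wells and 100% = unlabeled Bim-BH3 peptide control; higher means more loss of mP so more displacement of Bim peptide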
Target sequence (Q07820 whole entry, looked up): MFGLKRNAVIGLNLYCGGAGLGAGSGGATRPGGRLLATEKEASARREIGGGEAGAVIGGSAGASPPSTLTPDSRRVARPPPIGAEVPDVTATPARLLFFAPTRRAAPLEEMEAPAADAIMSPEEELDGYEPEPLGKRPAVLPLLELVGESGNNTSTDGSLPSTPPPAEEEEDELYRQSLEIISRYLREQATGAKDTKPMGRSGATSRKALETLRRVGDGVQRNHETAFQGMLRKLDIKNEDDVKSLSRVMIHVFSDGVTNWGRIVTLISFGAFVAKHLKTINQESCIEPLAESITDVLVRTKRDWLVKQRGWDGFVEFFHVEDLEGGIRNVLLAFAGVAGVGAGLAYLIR
PME-1 primary: PME-1 inhibitors via competitive probe labeling, primary screen, biochemical, fluorescence polarization, FP-Rh probe, HTS; recombinant PME-1; AID 2130, 2009; 320,000 tested, 0.53% active; Protein phosphatase methylesterase 1 (Homo sapiens), Q9Y570; inhibition, % at 5.9 µM;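 active means inhibition above the campaign mean of all compounds plus 3 SD, cut at about 26% in these data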;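 further: competitive labeling of PME-1 active site by serine hydrolase directed probe; 0% = PME-1 with DMSO and 100% = wells lacking PME-1 enzyme; inhibitors block probe labeling so polarization falls and inhibition rises; many of its hits are not listed in these tables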
VLA-4 inh: inhibition in human VLA-4 binding assay, primary screen, VLA-4 allosteric modulator project, MLPCN library, flow cytometry, VLA-4 expressing cells. ligand binding flow cytometry. inhibition, % (about 7 µM as worked out from the volumes in the protocol). 330,000 tested, 0.2% active. AID 2557, 2010; in the data active means inhibition above about 50%
Efflux pump inh: inhibitors of Candida efflux pumps in yeast, primary screen, S. cerevisiae, Nile Red, multiplex | S. cerevisiae Candida pump triplex | AID 485275, 2010 | 330,000 tested, 0.44% active | inhibition, % at 10 µM;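 active means plate passing quality check with inhibition over a set limit, or well fluorescence over plate mean plus 4 SD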;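 further: Nile Red retained in pooled yeast measured as flow cytometry median fluorescence; 0% = buffer negative control and 100% = Enniatin B positive control; higher means more Nile Red kept so more efflux inhibition; some compounds called inactive have numbers as strong as hits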
GRK2 aptamer HTS: compounds blocking aptamer binding on GRK2 – biochemical, human GRK2, bead flow cytometry, HTS, primary screen; Beta-adrenergic receptor kinase 1 (Homo sapiens), P25098; inhibition of aptamer binding, % at 10 µM; 330,000 tested, 0.59% active; AID 488847, 2010; FAM-aptamer displacement from GRK2;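 active means inhibition of aptamer binding above 40%, roughly 3 SD of noise, on plates passing a quality check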;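 further: median bead fluorescence of bound FAM aptamer so fluorescent compounds give negative values; no value below 0 was filed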
Bcl-xL primary: inhibitors of human Bcl-xL, primary screen, biochemical, fluorescence polarization, HTS; 320,000 tested, 0.7% active; Bcl-2-like protein 1 (Homo sapiens), Q07817; GST-Bcl-xL / FITC-Bim BH3 peptide fluorescence polarization; inhibition, % at 10.9 µM;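 active means inhibition above the mean of all tested compounds plus 3 SD, cutoff set per campaign, cut at about 30% in these data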;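 further: 0% = DMSO wells and 100% = unlabeled Bim-BH3 peptide competitor; inhibitors lower millipolarization by displacing the labeled peptide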
Target sequence (Q07817 whole entry, looked up): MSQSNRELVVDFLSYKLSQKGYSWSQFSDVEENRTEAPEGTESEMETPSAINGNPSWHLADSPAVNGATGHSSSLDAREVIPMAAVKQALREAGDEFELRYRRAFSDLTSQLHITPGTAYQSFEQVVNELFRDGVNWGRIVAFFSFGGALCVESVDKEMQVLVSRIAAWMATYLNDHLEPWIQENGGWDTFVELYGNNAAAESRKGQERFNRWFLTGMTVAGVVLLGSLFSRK
GLD-1 TGE inh: GLD-1/TGE RNA complex disruptors, primary screen, biochemical, fluorescence polarization; AID 2280, 2010; purified GLD-1 + fluorescein TGE RNA; 320,000 tested, 0.44% active; Female germline-specific tumor suppressor gld-1 (Caenorhabditis elegans), Q17339; inhibition, % at 5.96 µM;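 active means percent inhibition above a per-plate cutoff, the plate mean of test compounds plus 3 SD, cut at about 30% in these data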;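 further: 0% = DMSO wells with GLD-1 and probe and 100% = wells lacking GLD-1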
Target sequence (Q17339 whole entry, looked up): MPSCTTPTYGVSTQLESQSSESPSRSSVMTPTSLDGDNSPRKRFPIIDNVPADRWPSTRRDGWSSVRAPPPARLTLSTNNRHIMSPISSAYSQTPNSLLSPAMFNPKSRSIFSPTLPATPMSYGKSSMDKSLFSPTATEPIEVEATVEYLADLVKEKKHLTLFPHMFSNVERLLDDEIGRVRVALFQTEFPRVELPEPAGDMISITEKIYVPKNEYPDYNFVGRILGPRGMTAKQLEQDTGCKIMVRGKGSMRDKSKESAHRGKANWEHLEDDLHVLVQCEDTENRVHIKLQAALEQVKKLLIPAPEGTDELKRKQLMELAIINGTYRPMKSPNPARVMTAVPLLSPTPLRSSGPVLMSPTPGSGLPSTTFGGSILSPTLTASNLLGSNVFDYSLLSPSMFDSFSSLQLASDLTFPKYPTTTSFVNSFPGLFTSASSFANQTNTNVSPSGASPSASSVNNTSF
Active calls of the source: *; . = not tested or not shown. These rows are one share of the data; the hit share may differ from the screen's.

SMILES	Fam108B inh	MEX-5 binding	MCL1-BIM inh	PME-1 primary	VLA-4 inh	Efflux pump inh	GRK2 aptamer HTS	Bcl-xL primary	GLD-1 TGE inh
CN(c1ccc(C(=O)N2CCN(Cc3ccccc3)CC2)cc1)S(=O)(=O)c1ccccc1	-1	3.0	6	-2	5	-0.1	0	4	5
O=C(COC(=O)c1ccccn1)Nc1cccc(Cl)c1	-2	-1.5	-6	7	1	0.1	0	-2	8
Cc1nn(-c2ccccc2)c(Cl)c1/C=C1\SC(=S)N(CCCCCC(=O)O)C1=O	-1	0.0	10	-8	-1	-0.1	5	9	3
CCS(=O)(=O)c1ccc2c(c1)NC(=O)C(CCO)O2 (stereo not given)	7	-0.9	7	0	2	-0.1	0	6	0
Cc1cc(-n2c(C)cc(C(=O)CSc3nnnn3-c3ccc(Cl)cc3)c2C)no1	-4	-0.3	-12	-2	18	0.1	1	-2	-3
CCOC(=O)C1CCN(C/C=C/c2ccccc2[N+](=O)[O-])CC1	5	1.8	1	7	0	0.1	0	-1	-9
Nc1ccc(O)cc1	64*	5.3	33	50*	0	-0.1	0	26	12
Cc1ccc(NC(=O)C2CC(=O)n3ncnc3N2)cc1 (stereo not given)	1	3.4	1	0	17	0.0	0	1	3
CCCS(=O)(=O)c1nc(S(=O)(=O)c2ccc(C)cc2)c(NCCCN(C)C)s1	0	1.7	-8	-3	4	0.1	0	-3	-2
COc1ccc2oc(C)c(C(=O)c3ccccc3)c2c1	0	-0.3	2	0	1	-0.1	5	2	6
COc1cc(/C=N/N=C2/NC(=O)C(CC(=O)O)S2)ccc1OCc1ccc(Cl)cc1 (stereo not given)	-2	-1.1	-5	-1	5	-0.1	1	-7	3
COC(=O)C1CCN(C(=O)c2c(-c3ccccc3Cl)noc2C)CC1	1	1.5	3	1	0	0.1	0	2	3
COC(=O)c1ccccc1NC(=O)CN1CCOCC1	3	-0.6	-2	3	12	-0.1	0	3	0
Cc1ccccc1N1C(=O)CC(Sc2nnc(-c3ccccc3)o2)C1=O (stereo not given)	4	0.8	-5	2	15	0.0	3	-1	5
COc1ccc(OC)c(-c2c3cc(O)c(=O)cc-3oc3cc(O)c(O)cc23)c1	73*	.	118*	59*	-58	0.0	0	111*	76*
O=C1CN(C(=O)COC(=O)/C=C/c2ccco2)c2ccccc2N1	2	-2.0	-3	4	1	-0.2	16	-7	8
COc1ccc(C(C(=O)NC2CCCC2)N(CC2CCCO2)C(=O)Cn2nnc(-c3ccc(C)o3)n2)cc1 (stereo not given)	0	0.6	4	2	-52	0.0	1	4	7
COc1ccc(N(C(=O)c2ccco2)C(C(=O)NC2CCCC2)c2cccnc2)c(OC)c1 (stereo not given)	5	-0.7	1	-2	9	-0.1	0	0	-3
Cc1ccccc1C(=O)NNC(=O)CSc1nc(-c2ccccc2)cc(=O)[nH]1	3	0.0	10	4	0	-0.1	5	6	2
O=C(O)CSCC(=O)c1ccccc1	0	-1.4	5	-4	5	0.1	2	6	-4
COc1cc(C2NCCc3c2[nH]c2ccccc32)ccc1OC(C)C (stereo not given)	2	0.9	0	1	3	0.1	0	4	3
CCSc1nnc(NC(=O)CSc2nc3c(c(=O)n2-c2ccccc2OC)SCC3)s1	5	2.8	4	3	12	-0.1	0	-4	8
Cc1cc(/C=C(\C#N)C(=O)O)c(C)n1C1CC1	2	-1.0	13	-4	0	0.0	5	10	-1
OC(COc1ccc2ccccc2c1)CN1CCN(c2ccc(F)cc2)CC1 (stereo not given)	-2	2.9	6	-2	15	0.0	0	0	0
COc1ccc(C(O)P(=O)(OCC(C)C)OCC(C)C)c(OC)c1 (stereo not given)	-1	1.6	5	-2	15	-0.4	14	4	3
CCOC(=O)c1ccoc1CSCc1ccc(C(=O)OC)o1	-1	-4.5	18	0	-3	0.1	0	14	9
COc1ccc(CN(C)C(=O)/C=C/c2ccc(S(=O)(=O)N3CCCCCC3)cc2)cc1	.	.	6	3	12	0.1	1	6	0
CS(=O)(=O)N1CCN(c2ccc(NC(=S)NC(=O)c3cccs3)cc2)CC1	1	-0.3	7	2	3	0.0	2	5	8
O=c1[nH]c(NCc2ccccc2)nc2c1CCCC2	5	2.0	0	4	0	0.1	0	-3	5
Cc1n[nH]c(C)c1CCCCOc1ccccc1F	-1	-1.0	5	-3	-3	-0.1	1	6	-1
CCc1cccc(NC(=S)Nc2ccc(CN3CCOCC3)cc2)c1	0	-1.3	-1	6	2	0.0	2	3	0
CCOc1ccc(NC(=O)CN2CCCC2c2cccs2)cc1S(=O)(=O)N1CCCCC1 (stereo not given)	.	.	3	-10	-4	0.4	5	9	3
NS(=O)(=O)c1cc2c(cc1Cl)NC=NS2(=O)=O	6	2.5	6	-1	10	-0.1	7	4	-4
O=C(Nc1ccc([N+](=O)[O-])cc1)Nc1ccc2c(c1)OCCO2	4	0.9	2	12	4	-0.1	2	1	4
CCN(c1cccc(C)c1)S(=O)(=O)c1ccc2c3c(cccc13)C(=O)N2	0	2.0	3	-3	2	-0.1	0	0	11
O=[N+]([O-])c1ccccc1CN1CCN(S(=O)(=O)Cc2ccccc2)CC1	4	3.4	1	-3	2	0.2	1	3	-3
O=C(CN(c1ccc2c(c1)OCCO2)S(=O)(=O)c1ccccc1)N1CCN(Cc2ccccc2)CC1	-2	-0.5	6	-1	13	0.1	1	7	-4
COc1cc(Cl)c(S(=O)(=O)N2CCCC2)cc1Cl	-3	3.2	5	4	15	0.0	0	6	0
O=C(Nc1ccc2c(c1)OCO2)c1c(F)c(F)c(F)c(F)c1F	4	.	4	0	4	0.0	0	8	4
CCC(=O)NCCc1nc2cc(NC(=O)c3cccs3)ccc2n1C	-5	2.4	7	-9	-5	-0.1	0	5	7
Cc1nn(C(C)C)c(C)c1CN1CCCC(CCC(=O)NCc2ccccc2F)C1 (stereo not given)	-5	0.4	-3	1	-5	0.0	0	0	5
O=C(CCl)Nc1nc(-c2ccco2)c(-c2ccco2)s1	19*	.	12	-7	28	0.1	4	9	-5
CCCc1cc(=O)[nH]c(SCc2ccccc2Cl)n1	1	1.2	-4	-2	-9	-0.1	0	-1	4
COc1ccc(N2C(=O)C(Cl)=C(Nc3c(C)n(C)n(-c4ccccc4)c3=O)C2=O)cc1	8	2.3	7	-3	3	-0.2	0	8	5
Cc1cc(C)cc(NC(=O)CCNC(=O)c2ccc([N+](=O)[O-])cc2)c1	.	0.8	.	.	9	0.0	0	.	.
O=C(Nc1ccc(F)cc1F)c1csc(-c2ccccc2)n1	-7	-1.0	-5	-6	-8	0.2	3	-4	-6
COc1cccc(/C=N/n2c(=O)[nH]c3ccccc32)c1OC	3	-0.1	6	2	-20	0.0	1	8	4
COc1ccc(NC(=O)CSCc2ccc([N+](=O)[O-])cc2)cc1OC	3	-1.3	5	-4	22	0.0	2	2	2
OC(CNCc1ccc2c(c1)OCO2)COc1ccc(F)cc1 (stereo not given)	2	-1.9	8	-4	0	0.1	0	4	5
Cc1cc(C)nc(SCC(=O)NNC(=O)c2ccccc2C)n1	1	0.9	3	2	5	0.0	0	0	8
O=C(NC(=S)Nc1ccc(O)cc1)c1ccccc1Cl	1	-0.2	8	4	-6	-0.1	2	8	-1
O=C(O)c1ccc(CSc2nc(-c3ccccc3)cc(C(F)(F)F)n2)cc1	0	0.9	5	-3	-10	0.1	2	11	7
O=C(Nc1ccccc1)c1ccccc1OCc1ccc(F)cc1	-3	-0.2	-3	5	-1	0.0	2	2	6
CC(C)Oc1ccc(S(=O)(=O)N2CCOCC2)cc1NC(=O)CC1CCCC1	.	.	-2	-2	10	-0.1	0	-1	3
CCC(C)[C@H](NC(=O)[C@@H]1CSC2c3ccccc3C(=O)N21)C(=O)N1CCCCC1 (stereo not given in full)	0	-1.3	5	4	6	-0.1	0	9	5
Cc1ccc(C(=O)C2=C(O)C(=O)N(CCCn3ccnc3)C2c2ccc(OC(C)C)cc2)o1 (stereo not given)	-1	16	5	-7	-5	-0.1	2	8	6
CCCCOC(=O)/C(=C/c1cn(C)c2ccccc12)NC(=O)c1ccc(OC)cc1	-3	-0.7	6	2	20	0.2	0	4	2
CCN(CC)CCC(C)OC(c1ccccc1)c1ccccc1 (stereo not given)	6	-0.3	-1	-1	1	0.1	0	6	1
O=C1NN(c2ccccc2)C(=O)/C1=C\c1ccc2c(c1)OCO2	2	-2.0	6	0	-3	0.0	7	9	8
Cc1n[nH]c(C)c1N=Nc1cc(Cl)ccc1Cl	-3	0.6	5	3	24	0.0	0	1	4

Carrying on.
SMILES	Fam108B inh	MEX-5 binding	MCL1-BIM inh	PME-1 primary	VLA-4 inh	Efflux pump inh	GRK2 aptamer HTS	Bcl-xL primary	GLD-1 TGE inh
CCCCS(=O)c1snnc1C (stereo not given)	-6	0.7	-5	-6	-3	0.1	0	-2	10
C/C(=N\NC(=S)NC(C)C)c1ccco1	3	-0.3	15	6	11	0.0	0	6	2
COc1ccccc1CN(C)C(=O)c1ccccc1Sc1ccccc1C#N	-2	3.4	0	14	0	-0.1	1	3	-1
Cc1c(CC(=O)O)c(=O)oc2cc(OCc3nn[nH]n3)ccc12	4	2.1	5	-1	1	-0.1	2	8	-6
COc1ccc(NS(=O)(=O)c2nnc(NC(=O)c3ccccc3F)s2)cc1	-2	3.6	-5	-5	8	-0.1	5	2	5
CCOc1ccc2nc(SCC(=O)Nc3ccc4[nH]c(=O)[nH]c4c3)[nH]c2c1	6	-1.8	4	14	0	0.2	0	3	3
CCOc1c(Br)cc(C(=O)N2CCCN(C)CC2)cc1OC	-6	1.7	5	-7	2	0.0	0	3	9
NNC(=O)c1oc2nc(-c3ccc(Cl)cc3)cc(-c3ccccc3)c2c1N	.	6.9	.	.	-44	0.1	3	.	.
CCOC(=O)c1cc(-c2ccc(N3CCOCC3)cc2)nn1-c1ccc(F)cc1F	-3	-0.2	7	-3	-15	-0.1	0	2	-1
CCOc1cc(/C=N/Nc2nc(C)cc(=O)[nH]2)ccc1O	4	-6.0	9	1	-8	0.5	0	-11	-6
O=C(Cc1c(F)cccc1Cl)OCC(=O)c1ccc[nH]1	.	.	.	.	13	0.1	0	.	3
CCN1C(=O)[C@H]2[C@@H](c3ccc(C)cc3)N3C(=O)N(c4cccc(Br)c4)C(=O)[C@@]3(Cc3ccccc3)[C@H]2C1=O	-6	0.8	3	2	15	0.7	0	2	7
[O-][n+]1ccc(C2CC2)cc1	0	-2.2	3	-5	-3	-0.2	1	4	5
O=c1oc2cc(O)ccc2c2ccccc12	3	-3.1	3	5	0	0.0	1	1	-6
CC1CC(C)CN(C(=O)CSc2nnc3ccccn23)C1 (stereo not given)	.	.	.	.	27	-0.1	0	.	-1
